Screens (PubChem)
HCV inhibitor: blocks hepatitis C virus | Huh7.5.1 HCVcc-Cre infection, luciferase reporter, 44 h | Potency, µM (top dose mostly 41.8 µM), inactives show at the highest dose activity change, negative = inhibition, most hits filed as inhibitors | 340,000 compounds, 3.4% hits | AID 651820
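Luciferase read-out (15 sec integration) after a 15 min room-temperature substrate step quantifies HCVcc-Cre infection. Cells, 1,000 per well, had compound added 4 h post-plating, then virus at ~0.5 moi, and were cultured 44 h.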
TbPYK inhibitor: T. brucei pyruvate kinase inhibition | Q57TT1 | TbPYK enzyme, Kinase-Glo Plus ATP luminescence, 45 min | Potency, µM (titrated, usually from 76.8 µM), for the others: at the highest dose activity, negative = inhibition, usual class: inhibitors | 410,000 compounds, 0.12% hits | AID 624173; also: nearly all actives have a fitted effect of over 50% in size
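Luminescence from Kinase-Glo Plus, added after a 45-minute room-temperature reaction, served as the end-point read-out. The enzyme and substrate were preincubated with compound before ADP (130 uM final) initiated turnover. Concentration-effect curves came from normalized qHTS data.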
Sm TGR inh: S. mansoni TGR enzyme inhibition; Q962Y6; purified TGR, DTNB reduction, TNB absorbance 405 nm; Potency, µM (titrated, usually from 114 µM), for the others: top-dose activity change, negative = inhibition, usual class: inhibitors; 360,000 compounds, 3% hits; also: nearly all actives have a fitted effect of over 60% in size
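TGR 20 nM + NADPH 100 uM (dispensed conc.), cpd preinc 15 min RT; start with NADPH (500 uM addition) then DTNB (15 mM addition). Kinetic TNB absorbance, 405 nm filter. Four-parameter Hill fit across titration.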
Pf growth 48h: inhibits P. falciparum growth in the first generation, 48 h. P. falciparum luciferase growth in erythrocytes, 48 h. Potency, µM (doses to about 28.7 µM), without a hit: at the top dose activity change, negative = inhibition, usual class: inhibitors. AID 504832. 310,000 compounds, 5.9% hits
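In quantitative HTS format, infected erythrocytes bearing luciferase-reporter parasites were treated for a single generation at 37 C. Luminescence after adding detection reagent served as the growth measure.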
Pf growth 96h: inhibits malaria parasite growth, 96 h; P. falciparum luciferase reporter growth, 96 h; Potency, µM (titrated, usually from 28.7 µM), for the others: at the top dose activity change, negative = inhibition, most hits filed as inhibitors; 320,000 compounds, 6.9% hits; AID 504834
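Cell-based qHTS: luciferase-tagged P. falciparum in erythrocytes (2% hematocrit, 0.05% parasitemia final) incubated with compounds for 96 hours, 37 C, 5% CO2; luciferase detection reagent then added and luminescence measured.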
LmPK inhibitor: blocks Leishmania mexicana pyruvate kinase activity | Q27686 | purified LmPK, Kinase-Glo ATP luminescence, 1 h | Potency, µM (highest dose often 57.5 µM), inactives show at the top dose activity change, negative = inhibition, hits mostly inhibitors | 290,000 compounds, 0.37% hits | AID 1721
Target sequence (Q27686 whole entry, looked up): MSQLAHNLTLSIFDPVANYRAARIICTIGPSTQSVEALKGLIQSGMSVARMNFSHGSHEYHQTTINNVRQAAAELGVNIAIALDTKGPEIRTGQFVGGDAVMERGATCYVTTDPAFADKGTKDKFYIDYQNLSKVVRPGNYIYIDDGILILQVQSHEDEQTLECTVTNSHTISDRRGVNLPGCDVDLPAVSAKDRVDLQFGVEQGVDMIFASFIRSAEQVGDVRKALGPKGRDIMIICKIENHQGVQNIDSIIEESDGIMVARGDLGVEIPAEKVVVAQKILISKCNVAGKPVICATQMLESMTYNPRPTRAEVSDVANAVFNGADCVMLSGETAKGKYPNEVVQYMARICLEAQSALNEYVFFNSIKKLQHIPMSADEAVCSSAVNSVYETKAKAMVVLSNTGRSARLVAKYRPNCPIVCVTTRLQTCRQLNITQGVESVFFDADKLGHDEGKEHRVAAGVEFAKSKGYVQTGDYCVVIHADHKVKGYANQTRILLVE
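Purified LmPK (0.1 nM) converted ADP (0.1 mM) to ATP with PEP (0.5 mM) in imidazole buffer pH 7.2 with KCl and MgCl2, 1 h at room temperature. ATP was read by Kinase-Glo luminescence; data normalized to uninhibited and no-enzyme controls.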
Starred values were filed as active, the others as inactive; ? = inconclusive; . = no result given; [ ] = dose if it differs, or a comment. Calls follow the shape of the dose curve; as a rule, active = well fitted curve in the direction sought with a large enough effect; inconclusive = small, poorly fitted or top-dose-only effect, or another doubt; inactive = no such curve, though single readings can be large; an effect the other way counts as inactive or inconclusive. % is scaled to controls: 0 for no effect and ±100 for the full control effect; potency is read from the fitted curve at half-maximal effect. This is a random part of the collection. Share with any hit: about 16%.

item	molecule	Pf growth 48h	HCV inhibitor	Sm TGR inh	TbPYK inhibitor	Pf growth 96h	LmPK inhibitor
1	COc1cccc(-c2c(C(=O)N/N=C(\C)COc3ccccc3)nnn2-c2nonc2N)c1	4%	-3%	-15%	-2%	3%	6%
2	CCOC(=O)c1c(C)[nH]c(C(=O)COC(=O)c2ccc(N3CCCC3=O)cc2)c1C	.	19%	-7%[11.4 µM]	-2%	19%	16%
3	Cc1c(CCC(=O)O)c(=O)oc2cc(OCc3ccc(Br)cc3)ccc12	-10%	7%	10%	4%	6%	3%
4	COc1ccc(C2=NC(C)(C)Cc3cc(OC)c(OC)cc32)cc1	-21%	1%	25%	-5%	62%[activator]	3%
5	O=C(Nc1ccccc1C(F)(F)F)NC1CCCCC1	.	2%	0%	2%	24%	-4%
6	CCOc1ccc(NC(=NCc2ccc3c(c2)OCO3)SC2CC(=O)N(c3ccc(C(=O)O)cc3)C2=O)cc1 (configuration not stated)	?	13%	3%	-9%	9.3µM*	0%
7	COc1ccc(OC)c(NS(=O)(=O)c2ccc3c(c2)CCC(=O)N3)c1	-2%	-10%	11%	-11%	3%	2%
8	COc1cc(C(C(=O)NCc2ccccc2)N(C(=O)c2snc(C(N)=O)c2N)C2CCCC2)cc(OC)c1OC (configuration not stated)	13µM*	-18%	-4%	4%	4.7µM*	2%
9	CCc1ccc(Oc2ncnc(N)c2[N+](=O)[O-])cc1	-2%	23%	10%	3%	37%[activator]	4%
10	CC(C(=O)NCC1CCCO1)n1cccc1C(=O)c1ccccc1 (configuration not stated)	14%	1%	22%	1%	-6%	2%
11	CN(Cc1ccccc1)c1nc(-c2cccc([N+](=O)[O-])c2)nc2ccccc12	?	?	4%	-29%	0%	-2%
12	CCOc1cc(/C=C\c2[nH]c(=O)[nH]c(=O)c2[N+](=O)[O-])ccc1OC(C)CC (configuration not stated)	.	-11%	-18%	-4%	?	-6%
13	CCCCn1c(N)c(N(CC)C(=O)c2cccc(OC)c2)c(=O)[nH]c1=O	11%	5%	11%	-3%	-12%	16%
14	COc1cc(C(=O)c2ccccc2)c(OC)cc1C(=O)Nc1ccc(O)cc1	-26%	?	-2%[57.1 µM]	8%	6%	-4%
15	CCOc1ccccc1NC(=O)C(OC(=O)c1ccccc1NS(=O)(=O)c1cccs1)c1ccccc1 (configuration not stated)	?	-22%	-13%	4%	?	0%
16	COc1ccc(C(=O)Nc2ccc(Cn3ccnc3)cc2)cc1OC	34%[activator]	?	9%	-2%	10µM*	-1%
17	O=C(CCn1nc(-c2ccccc2)c2ccccc2c1=O)N1CCN(c2ccccc2)CC1	?	?	2%	-19%	.	0%
18	CCOc1ccc(/C=N/NC(=O)CN2CCSCC2)cc1	10%	13%	-2%	-1%	?	4%
19	O=C(NCCCN1CCCC1=O)c1ccc2c(c1)ncn2C1CCCCC1	13%	7%	2%	0%	-10%	-5%
20	CCOc1ccc(OCC)c(S(=O)(=O)NCCOC23CC4CC(CC(C4)C2)C3)c1	?	10µM*	-2%	-1%	9%	0%

Just Pf growth 96h, for 7 of the compounds above:
cpd | molecule | Pf growth 96h
2 | CCOC(=O)c1c(C)[nH]c(C(=O)COC(=O)c2ccc(N3CCCC3=O)cc2)c1C | 19%
3 | Cc1c(CCC(=O)O)c(=O)oc2cc(OCc3ccc(Br)cc3)ccc12 | 6%
4 | COc1ccc(C2=NC(C)(C)Cc3cc(OC)c(OC)cc32)cc1 | 62%[activator]
5 | O=C(Nc1ccccc1C(F)(F)F)NC1CCCCC1 | 24%
6 | CCOc1ccc(NC(=NCc2ccc3c(c2)OCO3)SC2CC(=O)N(c3ccc(C(=O)O)cc3)C2=O)cc1 (configuration not stated) | 9.3µM*
7 | COc1ccc(OC)c(NS(=O)(=O)c2ccc3c(c2)CCC(=O)N3)c1 | 3%
8 | COc1cc(C(C(=O)NCc2ccccc2)N(C(=O)c2snc(C(N)=O)c2N)C2CCCC2)cc(OC)c1OC (configuration not stated) | 4.7µM*

Next compounds:
item	molecule	Pf growth 48h	HCV inhibitor	Sm TGR inh	TbPYK inhibitor	Pf growth 96h	LmPK inhibitor
21	CCn1c(C)cc(/C=C2/SC(=S)NC2=O)c1C	53%[activator]	-13%	-18%	-7%	11%	-13%
22	Clc1cccc(Cl)c1COc1ccccc1CNn1cnnc1	-8%	-6%	4%	2%	-10%	3%
23	CCOc1ccc(NC(=O)C(C)N2C(=O)c3ccccc3C2=O)cc1 (configuration not stated)	8%	24%	-13%	-3%	?	1%
24	Cc1cccc(/C=N\NC(=O)c2ccccc2-n2cccc2)c1	11%	3%	8%	1%	10%	-3%
25	Cc1cc(C)c2cc(C#N)c(N3CCCC3)nc2c1	-5%	?	-35%	0%	10µM*	0%
26	COc1ccc(NC(=O)O/N=C/c2ccccc2)cc1	6%	10%	-21%	-2%	?	3%
27	O=C1NC(=O)N(c2ccccc2F)C(=O)/C1=C/c1cn(CC(=O)N2CCOCC2)c2ccccc12	0%	-6%	-32%	-14%	?	-1%
28	CCCN1CCN(CCCNC(=O)C2CCCN(c3nnc(-n4cccc4)s3)C2)CC1 (configuration not stated)	?	-19%	5%	0%	3%	0%
29	O=c1c2ccccc2cnn1CCOc1cccc(Br)c1	?	?	-12%	5%	9.3µM*	-10%
30	CN(C(=O)COC(=O)c1cc(S(=O)(=O)N(C)C)ccc1Cl)C1CCS(=O)(=O)C1 (configuration not stated)	1%	5%	-3%	2%	-3%	.
31	COc1ccc(CN(CC(O)COc2cccc3[nH]cc(C)c23)C(C)(C)C)cc1 (configuration not stated)	?	-9%	3%	2%	?	0%
32	COc1ccc(C2CC(c3ccc(OC)c(OC)c3)=NN2S(C)(=O)=O)cc1 (configuration not stated)	173%[activator]	?	-4%	-21%	223%[activator]	0%
33	COc1cccc(CN(C)C(=O)CCNC(=O)c2ccc(Br)cc2)c1	?	15%	-22%	8%	50%[activator]	-6%
34	CCOC(=O)N1CCN(c2cc(C)c([N+](=O)[O-])cc2F)CC1	-15%	3%	-6%	1%	6%	0%
35	Cc1ccc(NC(=O)COC(=O)Cc2csc(-c3ccc(Cl)cc3)n2)cc1C	-3%	2%	5%	4%	19%	1%
36	CCOC(=O)c1nnn(-c2nonc2N)c1COc1ccccc1	-1%	?	-1%	0%	36%[activator]	3%
37	Cc1[nH]nc2c1/C(=N/O)CC(c1ccccc1)C2 (configuration not stated)	-14%	-6%	0%	.	?	-5%
38	Cc1cc(C(=O)OCC(=O)Nc2ccccc2Cl)c(C)o1	?	22%	-11%	-8%	-28%	.
39	CCn1c(N2CCN(C(=O)NC3CCCCC3)CC2)nc2ccccc21	?	-15%	-15%	6%	-1%	1%
40	Cc1cccc(Cc2c(C)nc3c(C(=O)NCc4ccco4)cnn3c2C)c1	?	?	0%	3%	0%	11%

Of the compounds above, 2 have a furan ring, fused or not.
item	molecule	Pf growth 48h	HCV inhibitor	Sm TGR inh	TbPYK inhibitor	Pf growth 96h	LmPK inhibitor
38	Cc1cc(C(=O)OCC(=O)Nc2ccccc2Cl)c(C)o1	?	22%	-11%	-8%	-28%	.
40	Cc1cccc(Cc2c(C)nc3c(C(=O)NCc4ccco4)cnn3c2C)c1	?	?	0%	3%	0%	11%

Next part
item	molecule	Pf growth 48h	HCV inhibitor	Sm TGR inh	TbPYK inhibitor	Pf growth 96h	LmPK inhibitor
41	O=C(c1cccc(S(=O)(=O)N2CCc3ccccc32)c1)N1CCCC(C(F)(F)F)C1 (configuration not stated)	?	11µM*	-3%	-9%	?	.
42	Cc1ccc(C(CC(=O)NCCCN(C)C)c2ccc(OC(C)C)cc2)cc1 (configuration not stated)	?	-19%	6%	2%	-1%	-2%
43	COc1ccc(-c2cc3cc(OC)c(OC)cc3c(C)n2)cc1	96%[activator]	14µM*	0%	1%	?	17%
44	CC(C(=O)Nc1ccccc1C(=O)N1CCOCC1)N(c1ccc(Cl)cc1)S(C)(=O)=O (configuration not stated)	-14%	3%	7%	?	36%[activator][5.75 µM]	0%
45	COc1cc(C(=O)Nc2ccc(Cl)c([N+](=O)[O-])c2)cc(OC)c1OC	?	?	-3%	-4%	224%[activator]	-3%
46	C/C(CC(=O)Nc1ccc2c(c1)OCCO2)=N\NC(=O)COc1cccc(C)c1	32%[activator]	3%	1%	1%	?	0%
47	O=C([C@@H]1CCCN1C(=O)c1cccs1)N1CCN(S(=O)(=O)c2cccc(F)c2)CC1	-3%	?	-8%	3%	-17%	.
48	CCS(=O)(=O)C1=NN2C(=N)/C(=C\c3ccc(OC(=O)c4ccco4)c(Br)c3)C(=O)N=C2S1	5%	.	45µM*	.	?	-24%
49	CC1(C)N=C(N)N=C(N)N1c1ccc(OCCCOc2ccccc2)c(Cl)c1	0.026µM*	?	24%	5%	0.023µM*	-3%
50	CCNc1nnc(SCC(=O)N2c3ccccc3NC(=O)CC2C)s1 (configuration not stated)	-21%	21%	-1%	-6%	?	.
51	COC(=O)c1ccc2c(c1)N(Cc1ccccc1F)C(=O)c1ccccc1S2=O (configuration not stated)	-4%	6%	0%	1%	?	-2%
52	Cc1ccc(C)n1-c1nnc(N2CCC(C(=O)NCCCN3CC(C)CC(C)C3)CC2)s1 (configuration not stated)	?	-6%	-16%	11%	?	5%
53	CCN(CC)C(=O)CSc1nnc(-n2nc(C)cc2C)c2ccccc12	16%	.	?	0%	.	1%
54	COc1ccccc1C(=O)NC(=O)CSc1nnc(SC)s1	6%	7%	-16%	2%	26%	.
55	COc1cccc(CN2CCN(Cc3cc(OC)c(OC)c(OC)c3)CC2)c1OC	7%	4%	-23%	1%	-3%	-1%
56	O=C1CC(/C=C/c2ccncc2)=Nc2ccccc2N1	14%	?	?	-13%	?	-4%
57	COc1cnc(SCC(=O)O)[nH]c1=O	6%	12%	-3%	-2%	13%	1%
58	Cc1ccc2cc3cc(C(=O)NCCCN4CC(C)CC(C)C4)oc3nc2c1 (configuration not stated)	?	?	-6%	10%	-2%	8%
59	O=C(CS(=O)(=O)Cc1ccccc1)N1CCc2ccccc21	32%[activator]	-9%	2%	1%	0%	7%
60	CN(c1ccccc1)S(=O)(=O)c1cccc(NC(=O)CSc2nnc(N)s2)c1	8%	?	-9%	-6%	?	2%
61	Cc1sc2nc(SCC(=O)c3cc(C)n(CC4CCCO4)c3C)n(C(C)C)c(=O)c2c1C (configuration not stated)	?	?	0%	-9%	8.3µM*	1%
62	COc1ccc(CC(=O)Nc2ccc(/C(C)=N\NC(=O)c3ccc(Br)o3)cc2)cc1	-26%	-21%	0%	-9%	?	0%
63	O=C(c1cc(=O)c2cc(Cl)ccc2o1)N1CCN(Cc2ccccc2)CC1	-4%	10%	8%	4%	?	-5%
64	Cc1ccc(CNC(=O)C2C3C=CC4(CN(Cc5cccnc5)C(=O)C24)O3)cc1 (configuration not stated)	.	-26%	7%	1%	?	-1%
65	CCN(CC)CCOC(=O)c1ccccc1Br	14%	-4%	-25%	-5%	?	-1%
66	Cc1ccnc2nc(C(=O)N3CCN(S(=O)(=O)c4ccccc4)CC3)nn12	.	24%	-15%[11.4 µM]	1%	-9%	10%
67	O=C(NCC1CC1)c1cc([N+](=O)[O-])cc([N+](=O)[O-])c1	9%[0.00184 µM]	15%	3%	0%	20%	-1%
68	Cc1ccc(-c2cc(C(=O)NCCN3CCOCC3)c3ccccc3n2)o1	-6%	5%	45µM*	-11%	?	-3%
69	c1ccc2nc(N3CCOCC3)cnc2c1	.	-16%	-16%	9%	?	-4%
70	O=C(O)C1Cc2[nH]cnc2C(c2cccc([N+](=O)[O-])c2)N1 (configuration not stated)	1%	8%	-4%	2%	14%	-6%
71	CCOC(=O)CSc1nc2ccc(N3CCOCC3)cc2c(=O)n1Cc1ccc2c(c1)OCO2	12µM*	4µM*	-17%	.	.	-1%
